# PglD inh – blocks C. jejuni PglD acetyltransferase activity | purified PglD enzyme, DTNB colorimetric CoA detection | inhibition, % at 12.5 µM | 360,000 compounds, 0.098% hits | AID 602405; in the data active = inhibition above about 16%, passing the limit was not always enough; note: strong numbers were not always called active
# RAD54 inh – inhibitors of human RAD54 branch migration; 360,000 compounds, 0.14% hits; inhibition, % at 10.4 µM; RAD54 Holliday junction branch migration, FAM/BHQ fluorescence; AID 602329; Q92698;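 active = mean normalized replicate activity at least 40 and at least half of replicates scoring 40 or more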;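 note: 0% = median of neutral control wells and 100% = median of positive control wells; inhibitors cause a drop in the FAM fluorescence signal; in these data hits start at about 50%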
# ERp5 inh – blocks human ERp5 reductase activity on insulin; 350,000 compounds, 0.05% hits; ERp5 insulin aggregation, absorbance 650 nm, 90 min; inhibition, % at 9.99 µM; AID 651711; Q15084;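 active = mean replicate inhibition above about 25%, with every replicate also reaching it, limit read from the data, passing the limit was not always enough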
# ARNT-TACC3 inh – disrupts binding between human ARNT and TACC3; Q9Y6A5; AlphaScreen His-ARNT PAS-B/GST-TACC3 binding, luminescence; TACC3 fragment carries E629A point mutation; inhibition, % at 9.99 µM; 390,000 compounds, 0.66% hits; AID 623870;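 active = mean inhibition of replicates at least 50% and at least half of replicates each reaching 50%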;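 note: 0% = complete ARNT plus TACC3 wells and 100% = ARNT alone without TACC3; many hits fall short of the cut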
# E-selectin induc – E-selectin induction on HUVECs | P16581 | activation, % at 7.58 µM | 260,000 compounds, 0.37% hits | HUVEC E-selectin immunofluorescence imaging; normalized: neutral wells 0, TNF-alpha wells 100 | AID 686992;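 active = mean E-selectin-positive cell signal at least 10% of the positive control, reached in at least 60% of replicates, without over 20% cell loss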;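 note: in these data hits start at about 27%; measured in HUVEC primary endothelial cells; signal is the percent of cells scored E-selectin positive by PE staining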
# Target sequence (P16581 whole entry, looked up): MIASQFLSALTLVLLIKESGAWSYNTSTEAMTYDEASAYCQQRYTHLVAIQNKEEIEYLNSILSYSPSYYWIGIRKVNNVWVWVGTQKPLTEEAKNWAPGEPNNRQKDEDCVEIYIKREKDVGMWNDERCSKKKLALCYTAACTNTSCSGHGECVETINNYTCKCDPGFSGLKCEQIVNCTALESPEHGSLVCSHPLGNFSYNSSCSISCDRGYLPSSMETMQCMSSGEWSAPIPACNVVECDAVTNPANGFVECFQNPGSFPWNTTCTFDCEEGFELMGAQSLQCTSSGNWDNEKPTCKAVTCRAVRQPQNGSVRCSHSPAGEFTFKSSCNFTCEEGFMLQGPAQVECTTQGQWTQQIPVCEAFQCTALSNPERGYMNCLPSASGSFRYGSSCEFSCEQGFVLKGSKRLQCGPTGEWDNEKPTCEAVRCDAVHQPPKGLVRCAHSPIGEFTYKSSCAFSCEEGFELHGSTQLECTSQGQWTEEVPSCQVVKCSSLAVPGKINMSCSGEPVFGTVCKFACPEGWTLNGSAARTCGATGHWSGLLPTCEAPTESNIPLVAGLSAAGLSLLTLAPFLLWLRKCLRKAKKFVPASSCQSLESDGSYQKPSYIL
#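 System: HUVEC, human umbilical vein endothelial cells; quantity: 3,000 cells/well; buffer or medium: EGM-2 medium, gelatin-coated wells; dosing: single-point compound dose; detection: immunofluorescence imaging; evaluation: % PE-positive cells; benchmarks: TNF-alpha, DMSO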
# RAD52 inh – RAD52 (human) annealing inhibition; inhibition, % at 18.7 µM; recombinant RAD52 DNA annealing, FRET fluorescence; P43351; 360,000 compounds, 0.46% hits;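 active = every replicate showing at least 50% inhibition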
# esBAF inh – blocks esBAF chromatin remodeling in mouse ES cells. Bmi1-luciferase knock-in reporter, 24 h; 100% = twice the neutral-well signal. reporter increase, % at 12.5 µM. 350,000 compounds, 2% hits. AID 602393; in the data active = activation above about 40%;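 note: 0% = median of the plate's neutral control wells and 100% = double that signal; a rise in the Bmi1 reporter signal indicates esBAF inhibition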
# CASP6 VEID inh – blocks human caspase-6 cleavage activity | 350,000 compounds, 0.53% hits | purified caspase-6, Z-VEID-R110 cleavage fluorescence | inhibition, % at 12.5 µM;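 active = mean inhibition across replicates at least about 35%, with every replicate also reaching that limit, limit read from the data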;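 note: 0% = median of neutral control wells and 100% = no fluorescence left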
# Target sequence (P55212 24-179 limits assumed): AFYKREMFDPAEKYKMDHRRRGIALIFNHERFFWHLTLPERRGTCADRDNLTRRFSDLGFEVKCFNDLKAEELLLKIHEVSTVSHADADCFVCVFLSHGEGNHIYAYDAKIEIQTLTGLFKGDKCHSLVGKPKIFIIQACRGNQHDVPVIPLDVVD
# Target sequence (P55212 194-293 limits assumed): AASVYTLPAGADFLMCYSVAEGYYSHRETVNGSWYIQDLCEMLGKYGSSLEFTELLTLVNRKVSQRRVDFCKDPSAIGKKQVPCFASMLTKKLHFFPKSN
# * = called active by the depositor; x = not tested or not shown; & = joins results of further samples.
entry	structure	PglD inh	RAD54 inh	ERp5 inh	ARNT-TACC3 inh
1	COc1ccc(CCNC2CCc3ccccc3C2)cc1 (centres undefined)	-5	-7	4	-1
2	C[C@H]1CN([C@@H](C)CO)S(=O)(=O)c2ccc(C#Cc3ccccc3)cc2O[C@@H]1CN(C)S(=O)(=O)c1cn(C)cn1	-3	7	2	-7
3	CCO[C@H]1OC(C(=O)N2CCN(Cc3ccc4c(c3)OCO4)CC2)=C[C@@H](c2ccc(Br)cc2)[C@@H]1CCCO	2&3	-12&3	1&1	6&-1
4	COc1ccc2c3c(n(C)c2c1)[C@H](CO)N(Cc1ccncc1)CC31CN(C(=O)Nc2cccc(F)c2)C1	x	x	3	x
5	CCCN1C(=O)C2(OCCO2)c2cc(Cl)ccc21	-1	3	1	-11
6	COCCNC(=O)c1oc2ccc3c(c2c1C)C(O)CC(C)(C)O3 (centres undefined)	-9	-3	0	8
7	CC(=O)N(Cc1cccc(F)c1)C[C@@H]1[C@@H](c2ccccc2)[C@@H](CO)N1C(C)=O	x	x	2	x
8	C=CCn1c(SCC(=O)Nc2ccc(C(=O)O)cc2)nnc1-c1cccnc1	-1	-10	0	1

entry	E-selectin induc	RAD52 inh	esBAF inh	CASP6 VEID inh
1	-0.1	-6	0	1
2	0.7	-10	5	0
3	-0.1	14&2	7	-1&-3
4	0.0	-7	x	-1
5	x	-7	0	0
6	x	-8	3	-1
7	0.2	-7	x	2
8	4.8	0	1	1

# As entered above.
# In E-selectin induc, `CC(=O)N(Cc1cccc(F)c1)C[C@@H]1[C@@H](c2ccccc2)[C@@H](CO)N1C(C)=O` shows 0.2
# In ARNT-TACC3 inh, `C=CCn1c(SCC(=O)Nc2ccc(C(=O)O)cc2)nnc1-c1cccnc1` shows 1
# In RAD54 inh, `CCO[C@H]1OC(C(=O)N2CCN(Cc3ccc4c(c3)OCO4)CC2)=C[C@@H](c2ccc(Br)cc2)[C@@H]1CCCO` shows -12&3
# In esBAF inh, `COc1ccc(CCNC2CCc3ccccc3C2)cc1` (centres undefined) shows 0
# In esBAF inh, `C[C@H]1CN([C@@H](C)CO)S(=O)(=O)c2ccc(C#Cc3ccccc3)cc2O[C@@H]1CN(C)S(=O)(=O)c1cn(C)cn1` shows 5
# In PglD inh, `CCCN1C(=O)C2(OCCO2)c2cc(Cl)ccc21` shows -1

# The list continues:
entry	structure	PglD inh	RAD54 inh	ERp5 inh	ARNT-TACC3 inh
9	C[C@@H]1CN([C@@H](C)CO)C(=O)Cc2cc(NC(=O)CCC(F)(F)F)ccc2O[C@H]1CN(C)CC1CC1	3	0	5	-6
10	CCN(CC)C(=O)CCc1nc2sc3c(c2c(=O)[nH]1)CCCC3	-6	3	x	3
11	CNc1oc(-c2ccccc2Cl)nc1P(=O)(c1ccccc1)c1ccccc1	x	x	1	-5
12	Cc1ccc2ccc3ccc(C)nc3c2n1	0	-6	1	3
13	C[C@@H]1CCCCO[C@H](CN(C)C(=O)Nc2ccc3c(c2)OCO3)[C@H](C)CN([C@@H](C)CO)C(=O)c2cc(NC(=O)C3CCCCC3)ccc2O1	-1	4	-4	33
14	O=C1NCCCC1C(=O)N/N=C/c1ccccc1[N+](=O)[O-] (centres undefined)	x	x	0	2
15	COC(=O)c1cc(S(=O)(=O)NCC2CCN(CCc3cccs3)CC2)c[nH]1	x	x	1	3
16	Oc1ccccc1C=NC1CCCCC1N=Cc1ccccc1O (centres undefined)	x	x	4	25

entry	E-selectin induc	RAD52 inh	esBAF inh	CASP6 VEID inh
9	-0.1	5	-3	-14
10	x	x	-7	x
11	x	-5	x	-1
12	0.0	-17	10	-1
13	0.2	-9	6	3
14	5.5	-4	x	-1
15	226*	-20	-2	-3
16	x	-15	x	-9

# Next part.
entry	structure	PglD inh	RAD54 inh	ERp5 inh	ARNT-TACC3 inh
17	Cc1ccccc1NC(=O)NCc1ccco1	3	4	x	-2
18	Cc1ccc2nc(-c3ccc(CN4CCC(c5nc6ccccc6[nH]5)CC4)cc3)c(-c3ccccc3)nc2c1	x	x	2	x
19	O=C(CSc1nnc(SCc2ccccc2)s1)N/N=C/c1ccc(Cl)cc1Cl	x	x	-2	-5
20	O=C(COC(=O)CN1C(=O)c2ccccc2C1=O)Nc1ccccc1[N+](=O)[O-]	3	3	1	4
21	C[C@H](CO)N1C[C@H](C)[C@H](CN(C)C(=O)Nc2ccccc2)OCCCC[C@H](C)Oc2ccc(NC(=O)C3CCCCC3)cc2C1=O	0	-1	0	-1
22	Cc1noc(C)c1S(=O)(=O)Nc1ccc2c(c1)C(=O)N([C@H](C)CO)C[C@@H](C)[C@H](CN(C)S(C)(=O)=O)O2	3	1	-2	-2
23	CCOC(=O)C1CCCN(C(=O)CCc2nc3sc4c(c3c(=O)[nH]2)CCCC4)C1 (centres undefined)	-2	-5	-6	2
24	COc1ccc(CCN2CC(C(=O)OCC(=O)N(C)Cc3ccccc3)CC2=O)cc1OC (centres undefined)	3	-9	-3	9

entry	E-selectin induc	RAD52 inh	esBAF inh	CASP6 VEID inh
17	x	x	-11	x
18	0.9	-34	x	3
19	x	-12	x	26
20	x	1	-4	-1
21	-0.1	5	-2	1
22	11	4	-5	-1
23	x	-2	6	5
24	1.0	-5	6	-3

# Going on with the list.
entry	structure	PglD inh	RAD54 inh	ERp5 inh	ARNT-TACC3 inh
25	CCCCCCCCN1C(=O)[C@H](CC(=O)NCc2ccc(C)o2)C[C@@]2(C(=O)OCC)CCC=C12	x	x	4	x
26	CCCCN(CC)CCNC(=O)C1CCN(S(=O)(=O)c2cccc3nsnc23)CC1	4	7	9	-4
27	COc1ccc(C2C=C(C)Nc3ncnn32)cc1 (centres undefined)	4	-7	1	0
28	Nc1nc(CN2CCc3ccccc3C2)nc(Nc2ccccc2)n1	5	4	x	37
29	COc1ccc(-c2c(C(F)(F)F)nn(C)c2NC(=O)c2cccnc2)cc1	5	9	1	10
30	N/C(=N\C(=S)Nc1ccccc1)c1ccccc1	3	-19	0	-10
31	C#CC(CC)(CC)NC(=O)Nc1ccccc1C(=O)OC	0	-2	1	-6
32	CC(=O)N1CCc2c(sc(NC(=O)c3cccc(N4C(=O)CCC4=O)c3)c2C(N)=O)C1	-9	-31	7	-10

entry	E-selectin induc	RAD52 inh	esBAF inh	CASP6 VEID inh
25	-0.2	-22	x	10
26	x	-12	-2	-4
27	0.1	-4	2	0
28	x	x	2	x
29	4.0	-1	x	1
30	-0.4	-5	82*	3
31	x	-4	0	0
32	x	-61	-13	23

# Some of these compounds in order of their number in PglD inh, low to high:
entry | Compound | PglD inh | ERp5 inh | ARNT-TACC3 inh | RAD52 inh | esBAF inh | CASP6 VEID inh
30 | N/C(=N\C(=S)Nc1ccccc1)c1ccccc1 | 3 | 0 | -10 | -5 | 82* | 3
27 | COc1ccc(C2C=C(C)Nc3ncnn32)cc1 (centres undefined) | 4 | 1 | 0 | -4 | 2 | 0
28 | Nc1nc(CN2CCc3ccccc3C2)nc(Nc2ccccc2)n1 | 5 | x | 37 | x | 2 | x

# The list goes on.
entry	structure	PglD inh	RAD54 inh	ERp5 inh	ARNT-TACC3 inh
33	CCCCCCCC1(C)NC(=O)N(CC(=O)Nc2cc(C)on2)C1=O (centres undefined)	x	x	2	3
34	O=C1Nc2ccccc2OCc2c1cccc2[N+](=O)[O-]	x	x	2	14
35	CCOc1ccc(C(=O)N2CCN(c3ccccn3)CC2)cc1OCC	-8	3	5	-1
36	CC1=C(C(=O)N2CCOCC2)C(c2ccc(Br)cc2)NC(=S)N1c1ccccc1 (centres undefined)	x	x	-5	4
37	CC1CN(C(=O)c2ccc(-c3ccccc3Cl)o2)CC(C)O1 (centres undefined)	-2	-15	1	1
38	CCNC(=O)C[C@H]1C=C[C@H](NC(=O)C2CCOCC2)[C@@H](CO)O1	1	3	1	2
39	O=C(Nc1ccc2c(c1)C(=O)NC2=O)c1ccccc1Cl	-3	-10	-9	10
40	CC(=O)NC(Cc1ccc(O)cc1)C(=O)NN (centres undefined)	x	x	-3	-3

entry	E-selectin induc	RAD52 inh	esBAF inh	CASP6 VEID inh
33	x	-19	x	3
34	-0.1	-4	x	1
35	x	-18	-8	-2
36	x	6	x	-1
37	0.4	-4	33	-1
38	0.4	-3	-1	-2
39	-0.2	-1	17	0
40	-0.1	-2	x	18

# Other results follow.
entry	structure	PglD inh	RAD54 inh	ERp5 inh	ARNT-TACC3 inh
41	Cc1ccc(-n2c(C)nnc2SCC(=O)N(C)c2c(N)n(Cc3ccccc3)c(=O)[nH]c2=O)cc1	-3	-10	1	-1
42	C#CCOCCOCCOCCNc1nc(N2CCN(C(=O)[C@H]([C@@H](C)CC)n3cc([C@@H](N)CO)nn3)CC2)nc(N2CCN(C(=O)[C@H]([C@@H](C)CC)n3cc([C@@H](N)Cc4ccc(O)cc4)nn3)CC2)n1	-3	0	x	23
43	Cc1cc(NN)nc(NS(=O)(=O)c2ccc(Cl)cc2)n1	x	x	3	2
44	COc1cc(Cl)c(S(=O)(=O)N2CCOCC2)cc1Cl	2	12	x	-1
45	O=C(NC1CCCc2c1cnn2-c1ccccc1F)c1ccccc1N1CCOCC1 (centres undefined)	2	1	0	-14
46	O=C(CSc1nc2nn(-c3ccccc3)c(=O)c-2c2n1CCCCC2)c1ccc(O)c(O)c1	-1	9	x	5
47	Cc1ccc2c(c1)NCC(C(=O)NCc1ccccc1)O2 (centres undefined)	2	8	1	9
48	CCCCCCc1cc2cc(S(=O)(=O)c3ccc(F)c(Cl)c3)c(=O)oc2cc1O	6	-6	x	x

entry	E-selectin induc	RAD52 inh	esBAF inh	CASP6 VEID inh
41	x	-14	-3	-1
42	x	x	-2	x
43	x	-6	x	3
44	x	x	1	x
45	0.1	0	18	6
46	x	x	-11	x
47	-0.2	-1	2	-7
48	-0.2	x	-42	x

# (further entries)
entry	structure	PglD inh	RAD54 inh	ERp5 inh	ARNT-TACC3 inh
49	CN1C(=O)c2cc(NC(=O)c3ccc(Cl)cc3)ccc2OC[C@H]2O[C@H](CC(=O)NCc3cccc(F)c3)CC[C@@H]21	1	-15	17	11
50	O=C(CNC(=O)c1ccc(Br)o1)Nc1cccc(S(=O)(=O)N2CCOCC2)c1	1	-3	-3	0
51	COc1ccc(NC(=O)Nc2ccc3c(c2)C(=O)N([C@H](C)CO)C[C@@H](C)[C@H](CN(C)S(=O)(=O)c2cn(C)cn2)OCCCC[C@@H](C)O3)cc1	3	8	x	1
52	O=C(CC(F)(F)F)N1C[C@@H]2[C@H](c3ccccc31)[C@H](CO)N2C(=O)Cc1ccccc1	2	2	3	4
53	CN(CC(=O)Nc1ccccc1C(F)(F)F)C(=O)Cn1c(=O)oc2ccccc21	-3	-1	5	-6
54	Cc1nn(CC(=O)N2CCc3ccccc3C2)c(C)c1Cl	11	1	-8	10
55	CC(=O)CC(c1ccccc1)c1c(O)c2ccccc2oc1=O (centres undefined)	4&-1&4	-2&-6&8	-5&-6&-4	-3&-5&0
56	N#Cc1ccccc1OCC(=O)OCC(=O)NCc1ccc2c(c1)OCO2	-1	11	3	20
57	Cc1ccc(C(=O)OCC(=O)NCc2ccc3c(c2)OCO3)cc1S(=O)(=O)N1CCOCC1	5	-11	1	-5
58	O=C(CSc1ncc(-c2ccccc2)n1CC1CCCO1)N1CCCCC1 (centres undefined)	-3	-1	x	0

entry	E-selectin induc	RAD52 inh	esBAF inh	CASP6 VEID inh
49	0.1	-3	6	0
50	0.5	-18	-7	3
51	0.0	x	4	x
52	-0.5	-4	-2	2
53	-0.1	-19	3	15
54	x	-17	7	0
55	-1.3&0.4&0.3	-9&-1&-11	1&5&7	-3&2
56	0.0	-19	-1	0
57	-0.6	-37	-4	1
58	x	x	0	x

# Compound activity from PubChem BioAssay.
